Screens from PubChem.
tim10-1 inh = growth inhibitors of tim10-1 mutant yeast, primary screen, luminescence, uHTS | S. cerevisiae tim10-1 ts strain growth, BacTiter-Glo, 24 h | inhibition, % at 20 µM | 330,000 tested, 2.2% active | AID 463190, 2010;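 active = inhibition of at least 40%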;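 also: mutant grown at 25 °C; 0% = DMSO wells with yeast and 100% = wells holding no yeast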
UPR CHOP act = activators of apoptotic CHOP UPR arm, primary screen, cell-based, CHO-CHOP luciferase reporter, luminescence, uHTS. 330,000 tested, 0.34% active. activation, % at 10 µM. UPR activation; percent of tunicamycin response over DMSO baseline. AID 449763, 2010;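 active = at 10 µM dose, activation of 40% or more, normalized to positive control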;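 also: 100% = tunicamycin at 10 µg/mL and 0% = DMSO alone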
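Dosing – one dose, 10 µM in 0.5% DMSO · System – CHO-CHOP cells, stable luciferase reporter of PERK-eIF2a-CHOP signalling · Input – 500 cells/well · Control set – tunicamycin 10 µg/mL final as positive, DMSO-only wells as negative · Timing – 6 h compound treatment, 37 °C · Measure – % activation vs tunicamycin · Technique – luminescence read with Steady-Glo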
Mdm2-MdmX inh = inhibitors of human Mdm2-MdmX association, primary screen, cell-based, luminescence, split luciferase, SaOS-2, uHTS; 330,000 tested, 3% active; inhibition, % at 8 µM; SaOS-2 split-luciferase Mdm2/MdmX complementation;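 active = inhibition of at least 50% at 8 µM in the primary screen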
UPR XBP1 act = activators of adaptive XBP1 UPR arm, primary screen, cell-based, CHO-XBP1 luciferase reporter, luminescence, uHTS; IRE1-XBP1 UPR activation; percent of tunicamycin response, DMSO as zero; activation, % at 20 µM; 330,000 tested, 0.33% active;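 active = versus positive control, 20 µM dose yields 30% or more activation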;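 also: 100% = tunicamycin at 10 µg/mL and 0% = DMSO only wells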
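Material – CHO cell line with stable XBP1 luciferase reporter · Buffer or medium – F12 plus 10% FBS · Compound – single point, 20 µM final compound, 1% DMSO · Schedule – 16-18 h cell attachment at 37 °C, then 6 h compound exposure · Signal – Steady-Glo luminescence read · Benchmarks – high control tunicamycin 10 µg/mL final, low control DMSO vehicle only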
TIM10 inh = growth inhibitors of isogenic TIM10 control yeast, primary screen, counter-screen for tim10-1 yeast inhibitor project, luminescence, uHTS | S. cerevisiae TIM10 strain growth, BacTiter-Glo luminescence, 24 h | inhibition, % at 10 µM | 330,000 tested, 1.4% active;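 active = inhibition of 40% or more at the single tested concentration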;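 also: wild-type TIM10 isogenic control strain grown at permissive 25 °C; 0% = DMSO yeast wells and 100% = minimal medium wells without yeast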
tim23-1 inh = growth inhibitors of tim23-1 mutant yeast, primary screen, luminescence, uHTS; 330,000 tested, 1.3% active; S. cerevisiae tim23-1 growth, BacTiter-Glo luminescence, 24 h; inhibition, % at 20 µM;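 active = growth inhibition of the mutant yeast at or above 50%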;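 also: temperature-sensitive mutant grown at 25 °C; plate controls were DMSO-treated mutant yeast for no effect and medium wells lacking yeast for full effect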
APJ ag = agonists of human apelin receptor APJ, primary screen, CHO-K1 cells, PathHunter beta-arrestin, luminescence | P35414 | 0% DMSO wells, 100% apelin | activation, % at 20 µM | 330,000 tested, 0.11% active;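 active = activation more than six SD over the plate average, tested at 20 µM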;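 also: 0% = DMSO alone and 100% = apelin-13 at 10 nM; some results filed as inactive read as strong as hits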
Target sequence (P35414 whole entry, looked up): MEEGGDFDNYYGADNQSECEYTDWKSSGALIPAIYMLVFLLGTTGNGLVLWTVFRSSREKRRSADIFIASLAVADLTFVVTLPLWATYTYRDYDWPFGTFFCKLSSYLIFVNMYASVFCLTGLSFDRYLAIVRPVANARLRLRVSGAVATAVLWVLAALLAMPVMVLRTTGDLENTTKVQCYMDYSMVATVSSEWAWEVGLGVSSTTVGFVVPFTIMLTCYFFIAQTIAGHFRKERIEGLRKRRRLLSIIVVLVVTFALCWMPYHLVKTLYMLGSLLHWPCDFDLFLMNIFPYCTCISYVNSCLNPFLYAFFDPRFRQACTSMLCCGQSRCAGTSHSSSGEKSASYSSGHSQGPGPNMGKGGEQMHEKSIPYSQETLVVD
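Test system: CHO-K1 APJ beta-arrestin complementation cell line. Amount: cell density 1000 per well. Controls: DMSO negative, 10 nM Apelin-13 positive. Signal: luminescent beta-gal fragment complementation, chemiluminescent substrate. Read-out basis: agonist-driven arrestin binding to APJ. Timing: compound stimulation 90 min at 25 °C, detection 60 min.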
NR3A LBD binder = binders of NR3A ligand-binding domain, primary screen, biophysical, differential scanning fluorimetry, uHTS | Glutamate receptor ionotropic, NMDA 3A (GRIN3A) ligand-binding domain | NR3A LBD differential scanning fluorimetry, Tm shift; 0% = protein alone, 100% = glycine-bound protein | Tm shift relative to glycine control, % at 25 µM | 340,000 tested, 2.5% active | AID 1259313, 2017;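 active = melting temperature shift of at least 10% of the positive control shift, at one fixed dose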
NLRP3 yeast inh = NALP3 inflammasome inhibitors in reconstituted yeast, primary screen, luminescence, uHTS; 330,000 tested, 0.39% active; inhibition, % at 10 µM; Yeast reconstituted NLRP3/ASC/caspase-1, beta-gal luminescence, 24 h;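 active = inhibition of 50% or more; inactive = inhibition below 50%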;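 also: plate controls were induced DMSO wells for no effect and uninduced yeast grown without galactose for full effect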
* hit, by the source's call; x = no result given.

SMILES | tim10-1 inh | UPR CHOP act | Mdm2-MdmX inh | UPR XBP1 act | TIM10 inh | tim23-1 inh | APJ ag | NR3A LBD binder | NLRP3 yeast inh
Cc1cccc(N2CCN(CC(=O)Nc3ccc(-n4cnnn4)cc3)CC2)c1C | -39 | -4.9 | 23 | 1 | 0 | -13 | -1 | -1 | 13
O=C(CCCOc1ccccc1)Nc1cccc([N+](=O)[O-])c1 | 15 | -0.7 | -10 | -2 | 11 | 23 | -2 | 4 | 33
Cc1ccc(S(=O)(=O)N(CC(=O)NCc2ccccn2)c2ccc(Cl)cc2)cc1 | 26 | -0.4 | 3 | -5 | 10 | 18 | 3 | 2 | 11
N#Cc1nc(-c2ccco2)oc1NCCN1CCOCC1 | 6 | -2.2 | -13 | 0 | -11 | 1 | -6 | 0 | 5
CN(C)c1nc(OCCNC(=O)COc2ccccc2Cl)nc(N(C)C)n1 | 24 | -1.7 | -8 | -1 | 12 | 32 | 1 | -1 | 9
Cn1cc(CN2CCc3c([nH]c4ccccc34)C2C2CCCCC2)cn1 (stereo not given) | 10 | -2.3 | 18 | -1 | 4 | 7 | -4 | 0 | 5
CC(=O)c1c(C)oc2ccc(N(C(C)=O)S(=O)(=O)c3ccc(Cl)c([N+](=O)[O-])c3)cc12 | 11 | 0.2 | 98* | -5 | 3 | 25 | 0 | 0 | 17
COc1ccc(NC(=O)CSc2ncnc3[nH]ncc23)cc1 | -5 | 0.0 | 13 | -1 | -3 | 16 | -2 | -1 | -2
C[C@H](CO)N1C[C@H](C)[C@@H](CN(C)C(=O)NC2CCCCC2)Oc2ccc(NC(=O)c3ccncc3)cc2C1=O | -6 | 2.1 | -7 | -2 | 2 | -13 | -2 | -2 | 8
CN=C1S/C(=C\c2ccc(OCC(=O)OC)c(OC)c2)C(=O)N1C | 30 | 1.9 | 12 | 0 | -5 | 5 | 2 | -1 | 12
COc1cccc(CNC(=O)Cn2ccc3cc(S(=O)(=O)N4CCC(C)CC4)ccc32)c1 | 6 | 0.5 | 3 | -3 | 0 | 8 | 5 | 0 | 11
Nc1ccccc1CNc1nc(NCCO)nc2c1ncn2CCN1CCOCC1 | -11 | 0.2 | 5 | -1 | -5 | -3 | 4 | 0 | 13
CCCCNC(=S)N(C)/N=C/c1ccc2c(c1)OCO2 | 29 | 0.4 | 28 | 3 | 38 | 33 | 1 | -1 | -13
Cc1ccc(C)c(NS(=O)(=O)c2cc(C(N)=O)ccc2C)c1 | 14 | -1.3 | 9 | 0 | 14 | 9 | -3 | -3 | 4
CC(C)(C)C1CCc2c(sc(NC(=O)C3CC=CCC3C(=O)O)c2C#N)C1 (stereo not given) | 15 | -0.2 | -12 | 1 | 16 | 15 | -3 | -7 | -1
O=C(N/N=C/c1cccnc1)C(O)(c1ccccc1)c1ccccc1 | 15 | -1.7 | -4 | -2 | 3 | 14 | -3 | 1 | 16
CN1C(=O)c2ccccc2N(C)C1c1ccc(F)cc1 (stereo not given) | 3 | 4.0 | 4 | -3 | -1 | -3 | -5 | 3 | -15
CCN1CCCC1CNC(=O)c1ccc(CS(=O)(=O)c2ccccc2C)o1 (stereo not given) | 1 | -2.8 | -7 | -1 | -6 | 4 | -5 | 0 | 19
CC(C)NC(=O)COC(=O)c1ccc(O)cc1 | 10 | 2.1 | 5 | 1 | -2 | 9 | -3 | 5 | 3
COc1ccccc1Oc1coc2c(CN3CCOCC3)c(O)ccc2c1=O | 2 | -1.2 | 6 | 0 | -2 | 1 | -2 | 0 | -5
O=c1[nH]c(=S)n(-c2cccc(Cl)c2)c(O)c1/C=N/N1CCOCC1 | -1 | 2.1 | 18 | 0 | -4 | 8 | -2 | 0 | 19
CCOC(=O)C1CCCN(S(=O)(=O)c2ccc(NC(C)=O)cc2)C1 (stereo not given) | 5 | -0.6 | 27 | 1 | 15 | -5 | -3 | 2 | 15
CCOc1ccc(NC(=O)CN2CCN(CC(=O)Nc3ccc(N(C)C)cc3)CC2)cc1 | 6 | 4.8 | -2 | -2 | 1 | -15 | 2 | 0 | 27
Cc1nc2c(-c3ccc(F)cc3)c(C)nn2c(C)c1CCC(=O)Nc1ccc(F)cc1F | 11 | -1.1 | 6 | 1 | 1 | 15 | -1 | 0 | -14
Cc1ccc(C)c(C(=O)c2c(C)nc3sccn23)c1 | -2 | -1.1 | 34 | -2 | -12 | -3 | 3 | 1 | 10
O=C1CC(SC2=NCCS2)C(=O)N1c1ccc(Cl)cc1 (stereo not given) | 26 | 1.7 | -31 | 1 | 11 | 9 | 2 | 24* | 1
C=CCSc1nnc(-c2cc3c(-c4ccccc4)nn(C)c3s2)n1C | 36 | -1.6 | 14 | -2 | 7 | 13 | -2 | 3 | 27
O=C(Cn1cnc2c(NC(=O)OCc3ccccc3)ncnc21)NCc1ccccn1 | 17 | -0.4 | -31 | -1 | -14 | 4 | -2 | -1 | 14
c1ccc(C2CNCCc3ccccc32)cc1 (stereo not given) | -1 | -0.4 | -3 | -1 | 10 | 6 | -2 | 3 | 4
O=c1[nH]c(/C=C/c2cccnc2)c([N+](=O)[O-])c(=O)[nH]1 | -1 | -0.5 | -16 | 4 | 14 | 16 | -2 | -1 | 10

Full records from above. Values in the order: tim10-1 inh | UPR CHOP act | Mdm2-MdmX inh | UPR XBP1 act | TIM10 inh | tim23-1 inh | APJ ag | NR3A LBD binder | NLRP3 yeast inh
COc1ccc(NC(=O)CSc2ncnc3[nH]ncc23)cc1 is listed with -5 | 0.0 | 13 | -1 | -3 | 16 | -2 | -1 | -2
COc1ccccc1Oc1coc2c(CN3CCOCC3)c(O)ccc2c1=O is listed with 2 | -1.2 | 6 | 0 | -2 | 1 | -2 | 0 | -5

(more compounds)
SMILES | tim10-1 inh | UPR CHOP act | Mdm2-MdmX inh | UPR XBP1 act | TIM10 inh | tim23-1 inh | APJ ag | NR3A LBD binder | NLRP3 yeast inh
Clc1ccc(OCCCCCN2CCOCC2)cc1 | -50 | 2.9 | -5 | -3 | -38 | 5 | -3 | 3 | 23
CC(=O)N1CCN(C(=S)Nc2ccc(SC(F)F)cc2)CC1 | 11 | 1.3 | 7 | 3 | -17 | -5 | -2 | 1 | 15
Cc1ccc(S(=O)(=O)CCC(=O)OCC(=O)c2ccc(C)c(C)c2)cc1 | 11 | 1.8 | -31 | -3 | 4 | 18 | -4 | 0 | -10
Cc1nc(-c2ccc(NC(=O)c3ccccc3)cc2)cs1 | -2 | 0.1 | -179 | -8 | 22 | 54* | -1 | -10 | 39
CCCc1[nH]nc2c1C(c1ccc(OC(=O)N3CCOCC3)c(OC)c1)C(C#N)=C(N)O2 (stereo not given) | 11 | -1.3 | 16 | -2 | 15 | 11 | -3 | 0 | -11
CCCN(CCC)S(=O)(=O)c1ccc(C(=O)Nc2c(C)n(C)n(-c3ccccc3)c2=O)cc1 | -2 | -0.1 | -9 | -6 | -13 | 2 | -2 | -2 | 1
O=C(CN1CCN(CN2C(=O)NC3(CCCCCC3)C2=O)CC1)Nc1cccc(F)c1 | -8 | 0.8 | 14 | -1 | 4 | -11 | -4 | -3 | 8
CCN(CC)S(=O)(=O)c1ccc(S(=O)(=O)N2CCN(CCC#N)CC2)cc1 | -13 | -1.3 | 8 | 0 | -2 | -10 | -1 | 1 | 1
CC(=O)Nc1ccc(NC(=O)CCC(=O)Oc2ccc(C)cc2)cc1 | 7 | -2.4 | 15 | -1 | 2 | -2 | -3 | 0 | 29
COc1ccc(CC(=O)NNC(=O)CSc2nc(C)c(C)c(=O)[nH]2)cc1 | 7 | 0.2 | -17 | -1 | 14 | -2 | -3 | 1 | -6
Cc1ccc(N2CC(C(=O)N3CCCCCC3)CC2=O)cc1 (stereo not given) | -7 | 1.8 | -5 | 0 | 4 | -4 | 0 | 1 | 2
CCN(CC)c1nc(=S)nc(NC(C)(C)C)[nH]1 | 15 | 2.4 | -19 | -2 | 5 | 12 | -4 | 2 | -11
Cc1cc(NC(=O)c2c(-c3ccccc3Cl)noc2C)no1 | -5 | -2.6 | 9 | -5 | -13 | 2 | 1 | 1 | 12
Cc1ccccc1S(=O)Cc1ccc(C(=O)NC2CC2)o1 (stereo not given) | 20 | 2.5 | 0 | -6 | 0 | 9 | 3 | 3 | 6
CCCOc1ccc(/C=N\NC(=O)CCc2n[nH]c(=O)[nH]c2=O)cc1OC | 19 | -0.9 | 2 | -1 | 6 | 3 | -4 | 0 | -3
COc1ccc(C(=O)NCC(=O)N/N=C/c2cn(C)c3ccccc23)cc1OC | 8 | 4.8 | -15 | 1 | 8 | -1 | -5 | -2 | -2
O=C(c1ccccc1F)N1CCN(c2ccc([N+](=O)[O-])c(NCc3cccnc3)c2)CC1 | 7 | 0.8 | 23 | -4 | 1 | 26 | 3 | -2 | 16
COc1cc(/C=C(\C#N)C(=O)Nc2cccc3ncccc23)ccc1O | -17 | -0.7 | 5 | -3 | -14 | -20 | -5 | x | -9

A draw from above in order of length of the SMILES, low to high:
SMILES | tim10-1 inh | UPR CHOP act | Mdm2-MdmX inh | UPR XBP1 act | TIM10 inh | tim23-1 inh | APJ ag | NR3A LBD binder | NLRP3 yeast inh
CC(=O)N1CCN(C(=S)Nc2ccc(SC(F)F)cc2)CC1 | 11 | 1.3 | 7 | 3 | -17 | -5 | -2 | 1 | 15
COc1cc(/C=C(\C#N)C(=O)Nc2cccc3ncccc23)ccc1O | -17 | -0.7 | 5 | -3 | -14 | -20 | -5 | x | -9
COc1ccc(CC(=O)NNC(=O)CSc2nc(C)c(C)c(=O)[nH]2)cc1 | 7 | 0.2 | -17 | -1 | 14 | -2 | -3 | 1 | -6
